# STAT3 inh = IL-6 driven STAT3 reporter inhibitors, primary screen, U3A cells, luciferase, luminescence, MLSCN library; IL-6 STAT3-luciferase reporter; host cell line lacks STAT1; 190,000 compounds, 0.89% hits; inhibition, % at 5.5 µM; AID 862, 2007;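 active = inhibition above the mean inhibition across all screened compounds plus 3 SD, cut at about 44% in these data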;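 also: 0% = DMSO only wells and 100% = 100 µM nifuroxazide control wells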
# ROMK primary = ROMK potassium channel modulators, primary screen, cell-based, thallium flux, MLSMR library | AID 1918, 2009 | Tet-inducible ROMK, thallium flux fluorescence; actives lie on both sides | B-score at 10 µM | ATP-sensitive inward rectifier potassium channel 1 (Homo sapiens), P48048 | 130,000 compounds, 2% hits;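 active = signal ratio slope over the read window, or its plate-corrected B-score, at least 3 SD from the plate mean, either direction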;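 also: B-score of the F/F0 ratio slope over 7 to 12 s after thallium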
# Target sequence (P48048 whole entry, looked up): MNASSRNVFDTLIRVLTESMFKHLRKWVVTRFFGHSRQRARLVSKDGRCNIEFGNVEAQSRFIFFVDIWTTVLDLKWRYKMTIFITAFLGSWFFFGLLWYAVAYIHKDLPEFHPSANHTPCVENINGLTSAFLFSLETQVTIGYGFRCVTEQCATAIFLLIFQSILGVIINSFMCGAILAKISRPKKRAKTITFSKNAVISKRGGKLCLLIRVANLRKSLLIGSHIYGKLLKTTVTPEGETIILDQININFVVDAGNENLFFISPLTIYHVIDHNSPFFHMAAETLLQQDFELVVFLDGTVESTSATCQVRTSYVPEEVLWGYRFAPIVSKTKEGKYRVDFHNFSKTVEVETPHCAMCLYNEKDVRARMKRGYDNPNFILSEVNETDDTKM
# FLuc stim CS = FLuc activators, initial screening, artefact control for FLuc-dependent activation tests, biochemical, ATPlite luminescence. Luciferin 4-monooxygenase (Photinus pyralis), P08659. ATPlite luciferase biochemical, 10 min; 0 = ATP-free wells, 1 = DMSO control. activation factor at 10 µM. 200,000 tested, under 10 active. AID 1027, 2008;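 active = luciferase activation factor, scaled between plate controls, of at least 2 with compound at 10 µM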
# Target sequence (P08659 whole entry, looked up): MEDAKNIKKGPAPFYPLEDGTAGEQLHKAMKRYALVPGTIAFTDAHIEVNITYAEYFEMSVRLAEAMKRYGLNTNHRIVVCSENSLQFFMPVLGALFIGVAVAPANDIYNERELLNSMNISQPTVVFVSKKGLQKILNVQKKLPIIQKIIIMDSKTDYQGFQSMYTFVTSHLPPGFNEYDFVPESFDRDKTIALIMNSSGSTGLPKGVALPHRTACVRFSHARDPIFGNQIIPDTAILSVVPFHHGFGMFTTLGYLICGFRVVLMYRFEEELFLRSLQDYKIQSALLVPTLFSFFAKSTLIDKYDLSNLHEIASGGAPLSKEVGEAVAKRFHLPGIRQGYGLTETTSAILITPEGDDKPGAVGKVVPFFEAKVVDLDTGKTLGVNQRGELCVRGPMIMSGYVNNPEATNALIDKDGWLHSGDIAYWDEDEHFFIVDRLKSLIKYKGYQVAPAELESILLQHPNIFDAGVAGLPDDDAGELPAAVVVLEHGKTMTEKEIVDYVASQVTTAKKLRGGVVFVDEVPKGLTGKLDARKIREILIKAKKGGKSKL
#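 Assay system: Luciferase/luciferin reagent mix; Medium: PBS as buffer for the ATP substrate; Dosing: test compounds dosed from 2 mM stocks in 100% DMSO; Times: 10 min, room temperature; Signal: luminescence from luciferase reaction; Read-out: luciferase activation; Controls: No-ATP low control, compound-free enzyme-plus-ATP high control.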
# STAT1 inh = STAT1 signaling inhibitors, primary screen, cell-based, HTS, luciferase reporter | 200,000 compounds, 0.35% hits | inhibition, % at 5.5 µM | NIH 3T3 STAT1-luciferase reporter, IFN-gamma, luminescence;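 active = inhibition above a set limit, the mean inhibition across all tested compounds plus 3 SD, cut at about 34% in these data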;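 also: 0% = IFN-gamma with DMSO and 100% = IFN-gamma with 300 µM nifuroxazide; values of inactives mirror those of a sister screen read the other way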
# NF-kB expr up = activators of NF-kB expression in neurons, primary screen, cell-based, HTS | human neuronal cells, NF-kB reporter expression; active compounds read high | fold change at 12.5 µM | 190,000 compounds, 1.6% hits | AID 1239, 2008; in the data active = fold change above about 3.3
# STAT1 activator = STAT1 signaling activators, primary screen, cell-based, HTS, luciferase reporter; NIH 3T3 STAT1-luciferase reporter, IFN-gamma, luminescence; 100% = IFN-gamma alone, no compound; activation (% of control), % at 5.5 µM; 200,000 compounds, 2.6% hits; AID 932, 2007;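 active = activation above the screen-wide mean activation plus 3 SD, cut at about 130% in these data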;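 also: raw ratio to IFN-gamma control signal so 100% means no change and 0% no light; values of inactives mirror those of a sister screen read the other way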
# STAT3 act = IL-6 driven STAT3 reporter potentiators, primary screen, U3A cells, luciferase, luminescence, MLSCN library | IL-6 STAT3-luciferase reporter; 100% = signal with IL-6 EC80 alone | activation (% of control), % at 5.6 µM | 190,000 compounds, 0.91% hits;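 active = activation above the screen-wide mean of compound activation plus 3 SD, cut at about 130% in these data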;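 also: 0% = background luminescence of wells with medium and substrate only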
#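 Test system: human U3A cells carrying STAT3-luciferase construct; control set: IL-6-only wells as 100% reference; timing: compound pre-incubation 1 h before IL-6, then 6 h stimulation at 37 °C; also added: IL-6 stimulus at 33 ng/mL final; evaluation: % activation versus median of IL-6-stimulated wells; detection: reporter luminescence signal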
# FLuc inhib CS = firefly luciferase enzyme inhibitors, primary screen, artefact control for luciferase-based inhibitor screens, biochemical, luminescence, ATPLite; Luciferin 4-monooxygenase (Photinus pyralis), P08659; 10 min; inhibition, % at 10 µM; 200,000 compounds, 1.5% hits;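 active = inhibition above about 50% when tested at 10 µM, limit read from the data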
# APP transl inh = inhibitors of APP translation via 5'UTR reporter, primary screen, APP 5'UTR luciferase, SH-SY5Y cells; inhibition, % at 2 µM; SH-SY5Y APP 5'UTR-luciferase reporter, luminescence; 190,000 compounds, 0.82% hits;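 active = inhibition above a set limit, derived from the sample mean plus 3 SD, cut at about 45% in these data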; also: values of inactives mirror those of a sister screen read the other way
# APP 5'UTR act = activators of APP 5'UTR luciferase reporter, primary screen, SH-SY5Y cells; activation, % at 2 µM; SH-SY5Y APP 5'UTR luciferase reporter, luminescence; zero percent = DMSO vehicle wells; AID 1276, 2008; 190,000 compounds, 1% hits;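 active = activation above a set limit, based on mean plus 3 SD of controls, cut at about 140% in these data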; also: values of inactives mirror those of a sister screen read the other way
# * marks the source's active call; other numbers are inactive results; nt = no result given.
SMILES,STAT3 inh,ROMK primary,FLuc stim CS,STAT1 inh,NF-kB expr up,STAT1 activator,STAT3 act,FLuc inhib CS,APP transl inh,APP 5'UTR act
CC(=O)NC(C)C12CC3CC(CC(CC(=O)O)(C3)C1)C2 (stereo unspecified),-2,nt,1,-3,1.4,102,105,-4,-12,12
O=C(O)CCC(=O)Nc1sc2c(c1C(=O)Nc1cccc3ccccc13)CCCCC2,-6,0.0031,1.1,-3,1.3,103,106,-6,-18,18
Fc1ccc(NC(=S)NC2CC3CCC(C2)N3Cc2ccco2)cc1 (stereo unspecified),8,-0.77,1.1,-4,0.99,103,97,-6,-1,1
COc1ccc(C(=O)Nc2ccc(N3CCN(C(=O)c4ccccc4)CC3)cc2)cc1[N+](=O)[O-],30,0.88,1,2,1,97,80,1,-3,3
O=C(COC(=O)Cc1ccsc1)NCc1ccc(Cl)cc1,-3,nt,1,1,0.93,99,104,2,16,-16
Cc1ccc(N2CCN(CCCCN3C(=O)C4CCCN4C3=O)CC2)cc1 (stereo unspecified),10,-0.22,1,2,1.1,98,94,-5,-3,3
CCOC(=O)c1[nH]nc(-c2c(O)cc(C)cc2O)c1-c1csc(C)n1,-3,0.24,1.1,3,1.1,98,104,-6,12,-12
N/C(=N\OC(=O)COc1ccc([N+](=O)[O-])cc1)c1cccnc1,13,0.21,1,-7,0.88,106,94,-2,11,-11
CCOc1cc(C(=O)N/N=C/C2CC=CCC2)cc(OCC)c1OCC (stereo unspecified),4,0.92,1,8,0.93,93,99,0,28,-28
COc1ccc(/C=C(/NC(=O)c2ccccc2Cl)C(=O)NCCCC(=O)O)cc1,9,-0.67,1.1,1,1.2,98,96,-6,0,0
COC(=O)c1ccc(Oc2coc3cc(OCc4cnn(-c5ccccc5)c4)ccc3c2=O)cc1,8,nt,1.1,4,1,97,97,-6,3,-3
COC(=O)CC1C(=O)NCCN1C(=O)CSc1nnc(Nc2ccc(OC)cc2)s1 (stereo unspecified),4,nt,0.7,1,0.99,99,101,31,-3,3
C/C(=N\NC(=O)c1nn(C)cc1Cl)c1ccncc1,-5,1,1,-8,1.4,107,103,0,0,0
COC(=O)CN(c1ccc(OCc2ccccc2)cc1)S(C)(=O)=O,14,0.07,1.1,5,0.99,95,95,-5,2,-2
O=S1(=O)CC=C(CSC(=S)NC2CCS(=O)(=O)C2)C1 (stereo unspecified),9,-2.7,1.1,3,nt,98,98,-6,9,-9
Cc1ccc(CNC(=O)CCCCCNc2nc(=S)[nH]c3ccccc23)cc1,3,-0.53,1,-16,0.94,115,102,-1,-7,7
COc1ccc(-c2cc(C(=O)N3CCc4ccccc4C3)no2)cc1,25,-0.51,1,-3,1.2,100,85,4,-22,22
Cc1ccc(C(=O)NC(=S)NCC2CCCO2)cc1[N+](=O)[O-] (stereo unspecified),7,0.35,1.1,2,1.1,98,102,-5,10,-10
CNC(=O)c1oc(-c2ccc(Cl)cc2)nc1C,21,-1.8,1,-14,1.1,111,87,-4,3,-3
O=C(NC(=S)NC1CCS(=O)(=O)C1)c1cccs1 (stereo unspecified),-6,0.063,1,-10,0.99,109,109,-4,-6,6
COc1ccc2nc(Nc3nc4cc5c(cc4s3)OCO5)sc2c1,-5,-0.2,1,-9,1.1,108,104,2,10,-10
CC(/C=N/N1CCN(c2ccccc2)CC1)=C\c1ccco1,13,nt,0.8,-41,3.6*,138*,92,17,-80,80
O=C1CN(C(=O)COc2ccccc2F)c2ccccc2N1,10,0.094,1,-10,1.1,109,90,0,-1,1
O=C(O)C1=C[C@@H](C2CCCCC2)C[C@@H](OCc2ccc(CO)cc2)O1,nt,nt,1.1,-1,1.6,102,nt,-9,-2,2
CCCCC(=O)Nc1ccc(C(=O)NNC(=O)CCc2ccccc2)cc1,-1,nt,1,-1,1.2,100,104,-5,18,-18

# Other entries:
SMILES,STAT3 inh,ROMK primary,FLuc stim CS,STAT1 inh,NF-kB expr up,STAT1 activator,STAT3 act,FLuc inhib CS,APP transl inh,APP 5'UTR act
COCC(C)NC(=O)/C(=C/c1ccccc1)c1ccccc1 (stereo unspecified),7,0.096,1.1,-3,1,102,100,-6,-2,2
CCCN1C(=O)/C(=C/c2ccc(N3CCCC3)c(C)c2)NC1=S,9,nt,0.9,6,0.59,95,94,9,-4,5
COc1ccc(C(CC(=O)Nc2ccc(F)cc2)c2ccccc2)cc1 (stereo unspecified),13,nt,1,-6,1.3,105,98,-5,-6,6
COc1ccc(-c2nc3c4ccccc4[nH]c(=O)n3n2)cc1,5,0.51,0.8,-21,0.99,119,96,15,-14,14
COc1ccccc1C(=O)Oc1ccccc1C(=O)Nc1ccccc1,14,-0.8,1,-5,1.6,103,93,0,-12,12
Cc1cccc(C(=O)NNC(=O)CCC(=O)Nc2cccc(Cl)c2C)c1,-2,nt,1,2,1.3,98,101,0,-17,17
Cc1cc(C(=O)CSc2nnnn2-c2ccccc2)c(C)n1CC1CCCO1 (stereo unspecified),0,0.23,0.9,-43,0.94,139*,105,12,-8,8
O=c1c(O)c(-c2cccs2)oc2ccc(Cl)cc12,22,2.1,1,2,1.1,99,81,-3,6,-6
O=C(CN1C(=O)C2C3C=CC(C3)C2C1=O)Nc1nc(SCc2ccc(Cl)cc2)n[nH]1 (stereo unspecified),8,-0.31,1,-8,1.5,107,99,-2,-13,13
Cc1ccc(N=Nc2c(O)n(CN3CCOCC3)c3ccccc23)cc1,-39,nt,0.8,-70,2.9,163*,137*,22,-167,167*
C/C(=N\OCC(=O)Nc1ccc(OC(F)(F)F)cc1)c1ccc2c(c1)OCCO2,-4,-1.5,1,4,1.1,99,101,-4,-7,7
Cc1ccc(C)c(N2CCN(C(=O)CNS(=O)(=O)c3cccs3)CC2)c1,5,-0.11,1.1,-2,0.87,102,101,-6,-5,5
COc1ccc(C(=S)Nc2ccc(C)cc2)cc1,-6,nt,0.7,-37,2.6,133*,109,27,-106,106
CCOC(=O)C(C)Sc1nnc(Cc2cc(=O)[nH]c(=O)[nH]2)n1-c1cccc(OC)c1 (stereo unspecified),0,nt,1.1,20,0.95,82,104,-10,-6,7
O=C(COC(=O)c1ccccc1OCc1ccccc1Cl)NC1CC1,11,nt,1.1,-1,0.88,100,94,-8,-4,4
Cc1cc2c(ncn2Cc2ccccc2)c([N+](=O)[O-])c1C,4,nt,1,8,1.1,93,101,-4,nt,nt
O=C(Cc1cscn1)c1ccc(O)cc1O,-49,0.22,1,-3,1.2,103,146*,-2,0,1
COc1ccccc1-n1cnc(N)c1C(=O)c1ccccc1,4,0.79,1,4,1.3,96,100,-5,6,-6
COC(=O)[C@@H]1C(c2c(OC)cc(OC)cc2OC)=NO[C@H]1C(=O)OC,-3,0.69,1,-12,1.2,110,103,-1,-3,3
Cc1nc2sc(C(c3cccc(F)c3)N3CCCCC3)c(O)n2n1 (stereo unspecified),8,nt,1,5,0.93,95,97,-5,5,-5
CCSc1nnc(Cc2cc(=O)[nH]c(=O)[nH]2)n1-c1ccc(F)cc1,-7,nt,1.1,-8,1.5,108,106,-8,20,-20
O=C(CCN1CCN(c2ccccc2)CC1)Nc1ccc2c(c1)OCO2,13,nt,1,3,1.1,98,94,5,4,-3
COc1ccc(OCC(=O)N2c3ccccc3CCc3ccccc32)cc1,-12,nt,1.1,-2,0.7,102,109,-8,-26,26
N#CCc1ccc(NC(=O)/C=C/c2ccc([N+](=O)[O-])o2)cc1,23,-0.63,0.9,-231,1.2,312*,83,7,56*,-56
Cc1ccc(C2SCC(C(=O)O)N2C(=O)c2ccc(F)cc2)cc1 (stereo unspecified),-2,0.67,1,-8,1.1,108,100,0,7,-7

# The listing continues:
SMILES,STAT3 inh,ROMK primary,FLuc stim CS,STAT1 inh,NF-kB expr up,STAT1 activator,STAT3 act,FLuc inhib CS,APP transl inh,APP 5'UTR act
O=C(N/N=C\C=C\c1ccc2c(c1)OCO2)c1ccc(F)cc1,16,0.038,0.9,-9,3,108,88,10,-5,5
Cc1ccc(NC(=S)N(Cc2cccs2)Cc2cc3cc(C)cc(C)c3[nH]c2=O)cc1,-7,0.4,1.1,-16,1.1,114,104,-12,-9,9
N#C/C(C(=O)c1ccccc1)=C1/CCCN1,5,nt,1,0,1.1,100,99,2,7,-7
Nc1sc(-c2ccccc2)cc1C(=O)O,-13,0.55,1,-10,1.4,109,109,2,-10,10
CC(=O)OCC1(C)CN(c2ccccc2)NC1=O (stereo unspecified),-3,-0.52,1,-9,1.1,107,104,-1,6,-6
CC(=O)c1ccc(CCCC(=O)O)cc1,-2,0.69,1.1,-8,1,107,104,-6,19,-19

# Pulled one by one from the list above (7):
SMILES,STAT3 inh,ROMK primary,FLuc stim CS,STAT1 inh,NF-kB expr up,STAT1 activator,STAT3 act,FLuc inhib CS,APP transl inh,APP 5'UTR act
COc1ccc(-c2cc(C(=O)N3CCc4ccccc4C3)no2)cc1,25,-0.51,1,-3,1.2,100,85,4,-22,22
N/C(=N\OC(=O)COc1ccc([N+](=O)[O-])cc1)c1cccnc1,13,0.21,1,-7,0.88,106,94,-2,11,-11
O=C(Cc1cscn1)c1ccc(O)cc1O,-49,0.22,1,-3,1.2,103,146*,-2,0,1
CC(/C=N/N1CCN(c2ccccc2)CC1)=C\c1ccco1,13,nt,0.8,-41,3.6*,138*,92,17,-80,80
N#C/C(C(=O)c1ccccc1)=C1/CCCN1,5,nt,1,0,1.1,100,99,2,7,-7
C/C(=N\OCC(=O)Nc1ccc(OC(F)(F)F)cc1)c1ccc2c(c1)OCCO2,-4,-1.5,1,4,1.1,99,101,-4,-7,7
Cc1ccc(C(=O)NC(=S)NCC2CCCO2)cc1[N+](=O)[O-] (stereo unspecified),7,0.35,1.1,2,1.1,98,102,-5,10,-10

# Shown as a hit in APP 5'UTR act, among the entries above:
SMILES | ROMK primary | FLuc stim CS | STAT1 inh | NF-kB expr up | STAT1 activator | STAT3 act | FLuc inhib CS | APP transl inh | APP 5'UTR act
Cc1ccc(N=Nc2c(O)n(CN3CCOCC3)c3ccccc23)cc1 | nt | 0.8 | -70 | 2.9 | 163* | 137* | 22 | -167 | 167*

# Screens: PubChem, several laboratories
